PGC1a acetyl inh = modulators of PGC1a acetylation | U2OS PGC1a acetylation, AlphaScreen anti-acetyl-lysine; with virally co-expressed GCN5 acetyltransferase | inhibition, % at 15.6 µM | hit rate 0.17% among 350,000 | AID 651687;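 active = every replicate shows inhibition of at least 40%; inconclusive = mean inhibition at least 40% but some replicate below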;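 also: 0% = neutral control wells and 100% = positive control wells; some results beyond the cut were filed as inactive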
Cneo AK release = Cryptococcus neoformans lysis via adenylate kinase release; lysis activity, % at 15 µM; AID 651654; C. neoformans lysis, adenylate kinase release luminescence, 4 h; normalised: neutral wells 0, clomiphene wells 100; hit rate 0.2% among 360,000;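 active = mean lysis activity across replicates of at least 80%, whatever share of replicates individually reach that level; inactive = mean lysis activity below 80%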
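Test system: log-phase Cryptococcus neoformans yeast cells; Quantity: yeast cell density of 5 × 10^6 cells/mL; Buffer or medium: YPD; Doses: single compound concentration per well; Timing: 4 h at 37 °C static, read 1 h later; Measured by: AK luminescence; Read-out basis: lysis from increased AK signal; Control set: Clomiphene as positive control.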
XiGFP reactiv = activators of X-chromosome reactivation in mouse fibroblasts; XiGFP mouse fibroblasts, % GFP-positive cells imaging, 3 d; cells co-treated with 5-aza-dC sensitizer; scaled so ellipticine positive control = 100%; activation, % at 7.58 µM; hit rate 0.055% among 360,000;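 active = mean normalized replicate activation at least 10% and every replicate at or above 10%; inconclusive = only one of the two criteria met; inactive = mean below 10% and not all replicates reach 10%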;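 also: 0% = median of on-plate neutral control wells and 100% = ellipticine 6 µM median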
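Assay system – SV40-immortalized XiGFP fibroblast cells, line 68-5-11 · Buffer or medium – DMEM supplemented with 5-aza-dC as sensitizing agent · Dosing – one concentration, pinned · Benchmarks – positive control ellipticine, 6 µM final · Times – 3 days compound exposure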
LGR2 antag = Drosophila LGR2 receptor signaling inhibition; inhibition, % at 9.99 µM; HEK293 LGR2, CRE-luciferase, bursicon-stimulated, 4 h; hit rate 0.35% among 380,000; AID 720647;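 active = drop in luminescence signal, shown as inhibition above about 50% in the replicate tests, limit read from the data, passing the limit was not always enough; inconclusive = probably only some replicates passing the limit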;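 also: agonist challenge used bursicon conditioned medium at about half maximal strength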
Statin myotox sup = suppressors of simvastatin-induced myotoxicity in C2C12 myotubes. ATP luminescence, 48 h; scaled: DMSO 0, geranylgeraniol control 100. rescue of ATP level, % at 7.49 µM. hit rate 0.78% among 330,000;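 active = mean ATP rescue above about 67%, or every replicate alone reaching that limit, limit read from the data, passing the limit was not always enough; inconclusive = no clear call, values can overlap the other calls; inactive = mean under the limit and some replicate under it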;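 also: myotubes were challenged with 10 µM simvastatin during compound exposure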
SIRT5 inh = sirtuin-5 (human) deacylase inhibition; Q9NXA8; Purified SirT5, succinyl-peptide AMC, trypsin-coupled fluorescence; inhibition, % at 15 µM; hit rate 1.1% among 330,000; in the data active = inhibition above about 15%; inconclusive = no clear call, values can overlap the other calls
Target sequence (Q9NXA8 whole entry, looked up): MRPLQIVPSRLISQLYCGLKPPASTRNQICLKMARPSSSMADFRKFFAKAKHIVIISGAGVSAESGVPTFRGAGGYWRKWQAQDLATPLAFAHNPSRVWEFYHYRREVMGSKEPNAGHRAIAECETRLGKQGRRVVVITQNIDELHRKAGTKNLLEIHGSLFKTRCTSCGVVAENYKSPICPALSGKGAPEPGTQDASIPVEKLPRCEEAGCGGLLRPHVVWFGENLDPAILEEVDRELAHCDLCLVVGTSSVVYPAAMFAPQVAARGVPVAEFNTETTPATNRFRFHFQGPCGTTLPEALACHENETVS
S100A4 inh HTS = inhibitors of human S100A4 binding to myosin IIA peptide; AID 652163; S100A4/TAMRA-MyoIIA peptide fluorescence polarization; inhibition, % at 10.7 µM; hit rate 0.14% among 360,000;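 active = mean inhibition of at least 70% across replicates, with every replicate also reaching that level; inconclusive = mean inhibition reaches 70% but some replicates fall short; inactive = mean inhibition below 70%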
Target sequence (P26447 whole entry, looked up): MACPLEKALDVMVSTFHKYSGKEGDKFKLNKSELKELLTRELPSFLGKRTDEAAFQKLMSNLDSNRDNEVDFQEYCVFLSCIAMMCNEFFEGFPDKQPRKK
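Material: S100A4 monomer protein / Buffer or medium: 50 mM HEPES pH 7.2, 10 mM CaCl2, 100 mM KCl / Times: 5 min incubation before reading / Benchmarks: neutral control DMSO, positive control TFP / Reagent: labelled myosin peptide probe, 5 nM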
ERAP1 HTS inh = ERAP1 (human) enzyme inhibition; Q9NZ08; recombinant ERAP1, Leu-AMC fluorescence, 60 min; inhibition, % at 10.7 µM; hit rate 0.15% among 340,000;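 active = mean replicate inhibition of at least 30%, or all replicates individually reaching that 30% level; inactive = mean below 30% and not every replicate reaching it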;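 also: 0% = neutral control wells and 100% = L-leucinethiol positive control wells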
An asterisk follows results filed as active; ? = inconclusive; nt = not tested or not shown. An excerpt. The share of hits here may be higher or lower than overall.

cpd	SMILES	PGC1a acetyl inh	Cneo AK release	XiGFP reactiv	LGR2 antag	Statin myotox sup	SIRT5 inh	S100A4 inh HTS	ERAP1 HTS inh
1	Cc1noc(C)c1NC(=O)N(C)C[C@@H]1OCc2cnnn2CCCC(=O)N([C@H](C)CO)C[C@H]1C	2.9	-1.1	0.1	12.3	-2.9	-1.8	0.2	2.3
2	C[C@@H]1CN([C@H](C)CO)C(=O)c2cc(/C=C/c3ccccc3)cnc2O[C@H]1CN(C)C(=O)Cc1cccnc1	1.6	15.9	-0.8	3.2	-2.6	-8.0	2.3	-3.0
3	COc1ccc(CCC(=O)NCC2CCCCC2)cc1OC	-0.3	-0.7	0.0	-19.6	11.7	-6.7	-4.3	0.6
4	O=c1[nH]c2ccc(Cl)cc2c(O)c1Cc1ccccc1	-9.8	nt	0.0	22.7	nt	-5.2	-3.4	-6.9
5	CNc1nc(-c2ccc3c(c2)CCN3C(=O)c2ccccc2F)c(C)s1	-19.2	-0.3	0.0	-29.7	-2.3	-1.7	4.9	-3.2
6	Cc1ccc(N(C(=O)Cn2nnc(-c3ccc(F)cc3)n2)C(C(=O)NC(C)(C)C)c2ccncc2)cc1 (configuration not stated)	-9.5	-2.4	0.2	-0.6	0.8	-6.0	-12.2	-0.4
7	CCOP(=O)(c1c(F)c(F)c(F)c(F)c1F)C1(O)CCCCC1 (configuration not stated)	12.4	0.8	nt	6.9	-0.7	nt	nt	nt
8	Cc1ccc(-c2ccc([C@@H]3[C@H]4CN(C(=O)c5cccnc5)CC(=O)N4[C@H]3CO)cc2)cc1	0.2	nt	0.2	0.7	nt	-0.6	3.9	3.3
9	COCCNC(=O)c1onc(CSc2cc(C)cc(C)c2)c1C(=O)NCCOC	nt	-2.8	0.0	-16.6	-1.5	2.9	0.7	0.5
10	COCCCN1CC(=O)N2C(c3cccc(OC)c3OC)c3[nH]c4ccccc4c3C[C@H]2C1=O (some centres not stated)	5.4	-0.6	0.0	-12.5	-0.3	0.7	-2.7	-0.9
11	N#Cc1cccc(NC(=O)CNC(=O)Cc2ccccc2)c1	-5.6	-1.5	0.0	9.2	-1.3	-6.1	0.0	-0.3
12	Cc1noc(C)c1COc1ccc(C(=O)O)cc1	10.3	-1.8	0.0	-1.3	-0.2	-2.0	0.5	-2.6
13	COc1ccc2c(CCNC(=O)c3ccco3)c[nH]c2c1	-4.5	0.0	nt	-18.3	8.6	-0.1	0.8	-2.3
14	Oc1ccc(Br)cc1CN1CCCCCCC1	-14.0	4.6	nt	13.4	1.3	nt	nt	nt
15	CC(C)(C)NS(=O)(=O)c1ccc(OCC(=O)NCc2ccco2)cc1	nt	nt	0.3	26.9	nt	-6.1	0.4	7.5
16	Cc1cc(C)n(-c2nc3ccccc3nc2N2CCOCC2)n1	-10.5	3.7	-0.2	26.7	-3.8	nt	0.2	6.6
17	Cc1c(NC(=O)c2ccc(-c3cccc([N+](=O)[O-])c3)o2)c(=O)n(-c2ccccc2)n1C	-2.3	nt	0.2	-2.7	nt	1.1	-4.4	1.0
18	Cc1c(NC(=O)Nc2cccc(C#N)c2)c(=O)n(-c2ccccc2)n1C	4.2	-0.7	-0.1	-14.1	-3.3	4.3	-11.0	-0.1
19	COc1ccc(CC(=O)Nc2nc(-c3ccccc3)c(C(C)=O)s2)cc1OC	nt	-0.4	0.6	9.6	-1.1	0.3	52.3	1.8
20	C/C=C/c1ccc([C@H]2[C@@H](CO)N(CC3CCCC3)C23CN(C(=O)CC2CC2)C3)cc1	nt	nt	4.6	26.5	nt	-0.9	1.9	1.2
21	O=C(c1cc([N+](=O)[O-])ccc1N1CCOCC1)N1CCN(c2ccccc2)CC1	nt	0.0	1.7	-23.8	-51.9	0.7	15.9	-1.7
22	CC1CCCCN1C(=O)CSc1nnc(-c2ccco2)o1 (configuration not stated)	-13.7	-3.6	0.0	-25.1	-0.6	0.5	-0.3	1.9
23	CCOC(=O)N1CCN(S(=O)(=O)c2ccc(F)c(C(=O)Nc3cccc(Cl)c3C)c2)CC1	-10.3	-2.2	0.1	3.6	nt	nt	nt	nt
24	COc1ccc(-c2csc(Cc3nnc4n3CCCCC4)n2)cc1	nt	1.5	nt	-4.6	20.1	-1.5	-2.7	1.4
25	CCc1nnc(NC(=O)Cc2cccs2)s1	nt	nt	0.1	13.0	nt	-3.1	-16.9	-3.4
26	CN(CC(=O)Nc1ccccc1C(F)(F)F)C(=O)Cc1ccccc1F	-8.9	3.8	0.4	-11.3	4.8	0.7	-0.1	3.3
27	COc1ccc(CN(C)C[C@@H]2Oc3ccc(NC(=O)Nc4c(C)noc4C)cc3C(=O)N([C@H](C)CO)C[C@@H]2C)cc1	-2.4	-6.8	-1.1	-10.9	29.9	-5.2	-0.4	-4.2
28	C(=N\Nc1cc(N2CCCCC2)ncn1)/c1ccco1	5.8	-4.5	0.2	-66.7	-8.4	1.0	-2.7	-1.1
29	COc1ccccc1N=Nc1c(C)[nH]n(-c2ccccc2)c1=O	nt	-1.2	?	-8.6	4.0	-0.7	-4.9	-0.6
30	CCCCOc1ccc(N2C(=O)C(C)CNC2=S)cc1 (configuration not stated)	nt	nt	0.1	-18.7	nt	-3.3	-0.2	-4.6
31	COc1ccc(-c2cc(C(F)(F)F)n3nc(C(N)=O)cc3n2)cc1	nt	0.5	0.1	0.1	-0.4	nt	-18.6	3.3
32	N#C/C(=C\c1c(N2CCCCCC2)nc2ccccn2c1=O)C(N)=O	4.1	-0.4	0.3	-8.5	5.5	-6.9	-0.9	-20.9
33	C=CC[C@]12C=C(OC)C(=O)C=C1O[C@@H](c1ccc3c(c1)OCO3)[C@H]2C	-2.4	-1.6	nt	-5.0	8.6	0.6	-14.0	-2.2
34	CC(C)C[C@H]1CN([C@@H](Cc2ccc(O)cc2)CN2CCC[C@H]2CN2C(=O)C(=O)NC[C@@H]2Cc2ccccc2)C(=O)C(=O)N1CC1CCCCCC1	nt	nt	-0.1	7.3	nt	nt	10.7	0.7
35	O=C(Cc1ccccn1)N[C@H]1CC[C@@H](CCn2cc(-c3ccccc3)nn2)O[C@H]1CO	0.1	2.7	-0.4	12.3	10.9	2.5	-1.9	0.9
36	CC(C)c1onc(C(=O)N2CCCCCC2)c1[N+](=O)[O-]	nt	nt	0.1	-16.5	nt	2.6	0.3	-7.4
37	O=C(NNS(=O)(=O)Cc1ccccc1)c1ccc([N+](=O)[O-])cc1	2.4	3.5	-0.1	4.7	-2.1	0.2	50.9	-0.8
38	O=C(O)CCC(=O)NN1C(=O)c2ccccc2NC1c1ccco1 (configuration not stated)	-19.7	nt	0.0	-10.9	nt	nt	-1.8	-2.7
39	COc1ccc(CN(C)C[C@H]2Oc3ccc(NS(=O)(=O)c4cn(C)cn4)cc3C(=O)N([C@@H](C)CO)C[C@@H]2C)cc1	4.0	-1.5	-1.5	-14.6	-7.7	0.2	-1.9	-2.0
40	O=c1oc(-c2ccccc2)nc2sc3c(c12)CCC3	?	-2.7	0.2	nt	nt	-7.6	-1.1	0.8
41	CC(=O)NCCc1cnc[nH]1	3.5	0.2	nt	3.1	-11.6	nt	-2.2	5.5
42	C[C@H](CO)N1C[C@H](C)[C@H](CN(C)Cc2ccc3c(c2)OCO3)Oc2c(NC(=O)Nc3ccc4c(c3)OCO4)cccc2C1=O	-6.5	-0.3	0.4	13.9	15.2	4.7	6.7	0.2
43	Cc1ccc(NC(=O)C2(C)Cc3ccccc3C(=O)O2)cc1 (configuration not stated)	nt	nt	0.1	-3.8	nt	-2.8	-7.0	4.3
44	O=C(NCCN1CCC(n2c(=O)[nH]c3ccccc32)CC1)c1c(F)cccc1F	nt	nt	0.6	7.8	nt	-7.1	-1.8	-3.5
45	O=C(c1cc2nc(-c3ccc(Cl)cc3)cc(C(F)(F)F)n2n1)N1CCOCC1	nt	nt	0.2	-2.9	nt	-0.3	-0.2	10.4
46	COc1ccc(COCC23N=C4SCc5ccccc5CN4[C@H](c4ccccc4O2)[C@H]3COC(=O)c2ccccc2)cc1	-20.4	2.4	nt	nt	nt	-1.4	7.7	4.2
47	O=C1OCCC1Sc1nnc(-c2ccc3c(c2)OCO3)o1 (configuration not stated)	-5.5	nt	-0.9	37.1	nt	-0.1	-1.4	-0.5
48	O=C(c1ccccc1Cl)N(Cc1ccc(Br)cc1)N1C(=O)CCC1=O	-12.1	nt	nt	-1.1	13.4	-3.1	-1.3	nt
49	COC(=O)Cc1nc2c(N)nc(N)nc2[nH]c1=O	-8.1	-1.1	0.1	nt	5.4	nt	-1.0	-18.4
50	COc1cccc(-c2sc3ccc(OC)cc3c2-c2ccc(O)cc2)c1	-6.5	6.3	-0.1	-5.3	-19.3	-1.3	-18.4	-1.4
51	CO[C@@H]1CN(C)C(=O)c2ccc(NS(=O)(=O)c3ccccc3Cl)cc2OC[C@H](C)NC[C@H]1C	-5.5	-0.4	0.2	-12.3	3.1	-0.2	1.7	-0.8
52	Cc1ccc2nc(-c3ccccn3)c(NC3CCCC3)n2c1	6.8	4.7	0.0	-8.1	4.2	6.0	-2.3	0.5
53	Cc1ccc(S(=O)(=O)Nc2cccc3c2O[C@H](CN(C)C(=O)Nc2ccc(F)cc2)[C@H](C)CN([C@H](C)CO)C3=O)cc1	1.0	5.5	-0.1	10.6	15.5	-0.7	-6.1	-0.9
54	CC(Oc1ccccc1)C(=O)OCC(=O)NC(=O)NCc1ccco1 (configuration not stated)	nt	0.6	nt	9.8	-2.8	0.7	-1.9	2.1
55	CN(C)c1ccc(C2N(c3ccc(Cl)cc3)C(=O)C3CCCN32)cc1 (configuration not stated)	-3.4	0.1	0.3	-10.2	9.0	nt	4.5	nt
56	CNC(=O)c1c[nH]c2ccc(S(=O)(=O)Nc3cccc(SC)c3)cc2c1=O	7.0	2.0	-0.1	26.0	-2.0	-1.8	-15.5	-5.1

The list goes on.
cpd	SMILES	PGC1a acetyl inh	Cneo AK release	XiGFP reactiv	LGR2 antag	Statin myotox sup	SIRT5 inh	S100A4 inh HTS	ERAP1 HTS inh
57	O=C(N/N=C\C=C\c1ccco1)c1cncc(Br)c1	5.1	4.6	0.7	20.0	-9.3	3.8	-2.7	5.9
58	CCOC(=O)c1cccc(C(=O)Oc2ccccc2)n1	-6.3	2.2	nt	1.4	4.5	nt	3.5	-1.5
59	CN1CCC(N(C)C(=O)/C=C/c2cn(-c3ccccc3)nc2-c2cccs2)CC1	-36.7	nt	0.0	78.0*	nt	-3.4	-4.9	0.0
60	C[C@H](CO)N1C[C@H](C)[C@H](CN(C)S(=O)(=O)c2ccc(F)cc2)Oc2c(NS(=O)(=O)c3ccc(F)cc3)cccc2C1=O	10.2	-4.6	0.2	-10.2	-31.1	-0.1	35.0	1.6
61	CCCCCCCCCCS(=O)(=O)N/N=C/c1ccccc1OC	4.8	-1.1	0.1	20.6	-11.9	nt	nt	nt
62	CO[C@@H](CN(C)C(=O)C1CCOCC1)[C@@H](C)CN(C(=O)Nc1ccc(C(F)(F)F)cc1)[C@@H](C)CO	13.3	-2.2	0.2	10.0	-17.9	2.3	12.5	-3.2
